Screens: PubChem, National Center for Advancing Translational Sciences (NCATS)
HADH2 inh = inhibitors of human HADH2 dehydrogenase | Potency, µM (series often up to 57.1 µM), without a hit: top-dose activity change, negative = inhibition, hits mostly inhibitors | AID 886 | 73,000 tested, 3.4% active | recombinant HADH2, NADH fluorescence, beta-hydroxybutyryl-CoA | Q99714; further: potency means the concentration at half of the fitted maximal effect; on the % scale 0 is the no-effect control and ±100 the full control effect; nearly all actives have a fitted effect of over 60% in size; many of its hits are not listed in these tables
Target sequence (Q99714 whole entry, looked up, one chain of several): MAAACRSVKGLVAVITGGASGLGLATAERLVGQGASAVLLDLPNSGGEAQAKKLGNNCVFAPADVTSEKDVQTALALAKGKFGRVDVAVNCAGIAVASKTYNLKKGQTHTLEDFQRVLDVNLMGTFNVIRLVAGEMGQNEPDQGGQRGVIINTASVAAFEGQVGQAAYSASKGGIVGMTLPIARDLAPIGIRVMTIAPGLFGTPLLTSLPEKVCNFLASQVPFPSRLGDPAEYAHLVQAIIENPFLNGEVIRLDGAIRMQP
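His-tagged recombinant enzyme from E. coli, 20 nM, preincubated 15 min RT with compound; reaction started with 1 mM NAD+ and 90 uM beta-hydroxybutyryl-CoA in 100 mM Tris-HCl pH 9.0. NADH fluorescence (ex 360/em 450) read over 4 min; last-minus-first difference.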
Luciferase inh = blocks Photinus pyralis firefly luciferase activity; purified firefly luciferase, luminescence, 8 min; Potency, µM (highest dose often 57.1 µM), for inactives: top-dose activity change, negative = inhibition, hits mostly inhibitors; 72,000 tested, 2.2% active; further: potency means the concentration at half of the fitted maximal effect; on the % scale 0 is the no-effect control and ±100 the full control effect; nearly all actives have a fitted effect of over 40% in size
Target sequence (P08659 whole entry, looked up): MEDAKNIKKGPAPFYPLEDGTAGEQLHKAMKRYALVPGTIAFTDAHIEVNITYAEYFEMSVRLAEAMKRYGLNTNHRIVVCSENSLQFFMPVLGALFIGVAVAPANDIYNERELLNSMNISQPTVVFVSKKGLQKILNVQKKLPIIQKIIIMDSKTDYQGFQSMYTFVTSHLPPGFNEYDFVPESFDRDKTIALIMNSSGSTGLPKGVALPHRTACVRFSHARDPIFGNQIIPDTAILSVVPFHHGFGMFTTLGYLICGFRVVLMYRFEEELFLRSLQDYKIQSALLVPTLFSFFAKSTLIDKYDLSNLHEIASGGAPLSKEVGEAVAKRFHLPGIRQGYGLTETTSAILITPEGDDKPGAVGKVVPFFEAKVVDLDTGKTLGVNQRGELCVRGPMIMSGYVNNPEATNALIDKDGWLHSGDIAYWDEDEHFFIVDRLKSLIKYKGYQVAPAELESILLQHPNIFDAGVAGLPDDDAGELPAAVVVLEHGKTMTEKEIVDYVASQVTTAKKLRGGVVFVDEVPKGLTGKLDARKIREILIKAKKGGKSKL
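qHTS concentration-response profiling: light output of P. pyralis luciferase with luciferin and 10 uM ATP, imidazole buffer pH 7.2. Read by luminescence after 8-min room-temperature incubation.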
Pol III holo inh = blocks replication by bacterial DNA polymerase III holoenzyme. AID 603. reconstituted DNA polymerase III holoenzyme replication, biochemical. Potency, µM (series often up to 57.1 µM), for inactives: at the highest dose activity change, negative = inhibition. 71,000 tested, 0.25% active; further: potency means the concentration at half of the fitted maximal effect; on the % scale 0 is the no-effect control and ±100 the full control effect
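Reconstituted *E. coli* holoenzyme (0.35 nM Pol III, 1 nM beta, 154 nM SSB, 2 nM primase) was preincubated with compound for 15 min at RT. Synthesis on 1.4 nM ssM13Gori ran 35 min, then was stopped with PicoGreen/EDTA and read as dsDNA fluorescence.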
HBB splicing = alters splicing of the hemoglobin beta chain. 65,000 tested, 0.06% active. HBB splicing reporter cell assay, activation; EGFP reporter with mutant IVS2-654 intron; response scale: normalised to 500 nM splice-correcting PNA. AID 925. Potency, µM (titrated, usually from 46.1 µM), for the others: top-dose activation, actives largely listed as activators; further: potency means the concentration at half of the fitted maximal effect; 0% is about no effect
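HeLa cells stably expressing EGFP interrupted by mutant beta-globin intron 2 (IVS2-654), 500/well in 2% FCS. Treated with compound for 2 days at 37C. Splicing correction scored as total well GFP intensity (488 nm excitation, 500-520 nm emission); 500 nM antisense PNA served as control.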
CRE-bla Fsk = CRE-bla signaling modulation under forskolin stimulation; 71,000 tested, 2.5% active; AID 662; Potency, µM (titrated, usually from 38.2 µM), inactives show top-dose activity change, negative = inhibition, usual class: activators; CHO CRE-bla reporter (cAMP response element driving beta-lactamase), forskolin EC10, beta-lactamase ratio; active means well fitted activation curve with a large enough effect in the signal ratio, with a control signal flat, not every such curve was filed as active; inconclusive means small, poorly fitted or top-dose-only effect, or effect the other way, or a change in a side signal; the % refers to the signal ratio; further: potency means the concentration at half of the fitted maximal effect; % of control where 0% means no effect
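CRE-bla CHO reporter cells treated with compound titration plus EC10 NKH 477 (water-soluble forskolin), incubated 3 h at 37 °C; CCF4 loading 2 h at room temperature, 460/530 nm emission ratio read, AC50 values derived for positive or negative modulators.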
Ub-GFP proteasome = proteasome inhibitors stabilizing ubiquitin-GFP reporter; Ubiquitin-GFP reporter cells, proteasome inhibition, GFP fluorescence; response scale: untreated = 0%, 10 µM MG-132 = 100%; Potency, µM (series often up to 45.9 µM), inactives show at the top dose activation (GFP accumulation), most hits filed as activators; 67,000 tested, under 10 active; active means well fitted activation curve with a large enough effect, not every such curve was filed as active; inconclusive means small, poorly fitted or top-dose-only effect, or another doubt; inactive means no such curve, though single readings can be large or run the other way; further: potency means the concentration at half of the fitted maximal effect
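Reporter cells (U2OS, ubiquitin-G76V-GFP fusion) are plated overnight, then treated 4 hr at 37 °C with compound titrations from 46 uM down to 2.9 nM. Activity is scaled against untreated cells and 10 uM MG-132.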
Epigenetic mod = derepresses silenced GFP locus in mouse C127i cells. Potency, µM (series often up to 46.1 µM), for the others: top-dose GFP derepression (activation). AID 597. 68,000 tested, 0.09% active. mouse C127i GFP locus derepression, cytometry, 30 h; further: % of control where 0% means no effect
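Murine C127i mammary cells carrying a silenced, stably integrated CMV-driven GFP reporter were treated with compound for 30 hours at 37 C. After PBS washes, GFP-positive cells were counted by laser-scanning microplate cytometry.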
Tau fil binding = binds recombinant human tau filaments | recombinant tau filaments, thioflavin S fluorescence, 15 h; filaments grown with octadecylsulfate alongside compound | Potency, µM (titrated, usually from 57.1 µM), without a hit: at the top dose activity change, negative = inhibition | 71,000 tested, 2% active | AID 596;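 further: potency means the concentration at half of the fitted maximal effect; on the % scale 0 is the no-effect control and ±100 the full control effect; actives lower thioflavin S fluorescence by blocking filaments or displacing dye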
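ThS-based fibril read: tau 1 uM final, inducer ODS 30 uM final, 37 C for 15 h, ex 450/em 510 nm.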
15-hLO inh = inhibitors of human 15-lipoxygenase (ALOX15); P16050; purified 15hLO-1, xylenol orange hydroperoxide absorbance; Potency, µM (highest dose often 57.1 µM), inactives show top-dose activity change, negative = inhibition, most hits filed as inhibitors; 74,000 tested, 1.4% active; further: potency means the concentration at half of the fitted maximal effect; on the % scale 0 is the no-effect control and ±100 the full control effect; nearly all actives have a fitted effect of over 55% in size
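Readout: Fe(III)-xylenol orange absorbance, 573-to-405 nm ratio as reaction progress. Enzyme 40 nM purified human 15hLO-1, substrate 50 uM arachidonic acid, 6 min RT after 15 min compound preincubation; Hepes pH 7.5 buffer with Triton X-100.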
ERK AVP block = vasopressin-driven ERK pathway inhibition; HEK293-V1b, vasopressin-stimulated pERK AlphaScreen; 72,000 tested, 0.99% active; Potency, µM (series often up to 57.5 µM), for the others: top-dose activity, negative = inhibition, most hits filed as inhibitors; further: potency means the concentration at half of the fitted maximal effect; on the % scale 0 is the no-effect control and ±100 the full control effect; nearly all actives have a fitted effect of over 55% in size
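HEK293 cells stably expressing V1b receptor, preincubated 30 min at 37 °C with compound, then stimulated 5 min with 25 nM vasopressin. Phospho-ERK by AlphaScreen SureFire after 5 h RT; normalized to DMSO and vasopressin; AC50 by Hill fit.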
Hsp90 Hop PPI = changes Hsp90-Hop TPR2A binding signal, up or down; AlphaScreen TPR2A-His6 binding biotin-Hsp90 C-terminal peptide; Potency, µM (series often up to 57 µM), for the others: top-dose activity change, negative = inhibition; 71,000 tested, 0.44% active; AID 595; active means well fitted curve in either direction with a large enough effect; inconclusive means small, poorly fitted or top-dose-only effect, or another doubt; further: potency means the concentration at half of the fitted maximal effect; on the % scale 0 is the no-effect control and ±100 the full control effect; many of its hits are not listed in these tables
An asterisk follows results filed as active; ? = inconclusive; nt = no result given; & = joins results of further samples; [ ] = remark or other dose. Unless noted, the call rests on the fitted dose curve; in most records, active means well fitted curve in the direction sought with a large enough effect; inconclusive means small, poorly fitted or top-dose-only effect, or another doubt; inactive means no such curve, though single readings can be large; an effect the other way counts as inactive or inconclusive. An excerpt. The share of hits here may be higher or lower than overall.

SMILES	HADH2 inh	Luciferase inh	Pol III holo inh	HBB splicing	CRE-bla Fsk	Ub-GFP proteasome	Epigenetic mod	Tau fil binding	15-hLO inh	ERK AVP block	Hsp90 Hop PPI
NC(=O)[C@@H]1CCCNC1	7.1%[11.4 µM]	0.5%[11.4 µM]	-9.4%[11.4 µM]	2.2%[9.22 µM]	11.7%[7.6 µM]	-7.1%[9.17 µM]	5.7%[9.22 µM]	0.3%[11.4 µM]	-1.7%[11.4 µM]	-5.4%[11.5 µM]	-3.3%[11 µM]
CN(C)c1ccc(C2OC(=O)C3(CCCC3)C(=O)C2(C)C)cc1 (centres undefined)	3.2%	0.9%	1.6%	-0.2%	-5.0%	-2.5%	-0.1%	1.5%	1.5%	-11.7%	-1.5%
C=CCn1c(N2CCCCCC2)nc2c1c(=O)n(C)c(=O)n2C	22.3%	-0.1%	-2.4%	-0.2%[57.5 µM]	?	1.1%	-2.3%	0.0%	2.0%	-7.8%	-4.1%
CN(C)CCC(c1ccccc1)c1ccccn1 (centres undefined)	-6.3%	nt	-4.9%	-0.2%	-13.2%	nt	nt	-11.4%	1.5%&-0.1%	1.8%&6.8%	4.2%
O=C(O)c1cc(-c2ccccn2)n[nH]1	12.3%	2.6%	-4.3%	-0.7%[57.5 µM]	-1.2%	-0.3%	2.2%	-14.8%	11.2%	1.1%	?
CCCCCCN(C(=O)CCCCCN1C(=O)NC(c2ccc(-c3ccccc3)cc2)C(C(=O)OCc2ccccc2)=C1C)C(C)C(=O)NCCCC (centres undefined)	-18.3%	nt	5.6%	-1.0%	5.7%	nt	nt	37.3%	?	10.7%	-3.7%
COc1ccc(/C(O)=C2/C(=O)C(=O)N(CCN(C)C)C2c2ccc(C)cc2)cc1Cl (centres undefined)	-12.4%	2.8%	0.8%	-0.1%[1.84 µM]	8.8%	16.4%	-2.0%	0.5%	-3.1%	4.0%	0.3%
CC1=CS/C(=C(/C#N)C(=O)N2CCCCC2)N1c1ccccc1	2.5%	0.1%	2.8%	1.2%	7.7%	-8.7%	-4.1%	3.2%	0.3%	-4.8%	-2.3%
O=C(Cn1cc(C(=O)COc2ccccc2)c2ccccc21)NCc1ccco1	4.4%	-6.4%	-5.4%	2.8%	-11.2%	-1.3%	4.3%	379.9%	-7.2%	-10.1%	-1.2%
N#CC1=C2SCN(Cc3ccco3)CN2C(=O)CC1c1c(F)cccc1Cl (centres undefined)	1.26µM*	-21.5%	-12.3%	1.0%	1.1%	-2.9%	nt	10.4%	?	-14.4%	-3.2%[2.3 µM]
CC(C)(C)NC(=O)C(Cc1ccccc1)NS(=O)(=O)c1ccc2c(c1)CCC(=O)N2 (centres undefined)	-7.0%	-0.7%	-4.5%	-1.7%[0.369 µM]	-19.8%	nt	0.0%	-10.8%	7.0%	-17.4%	-4.2%
CS(=O)(=O)N1CCc2cc(C(=O)O)ccc21	1.2%	-0.1%	-0.3%	-0.4%	20.0%	2.5%	9.7%	10.8%	2.6%	10.0%	-4.2%
O=C(Nc1ccc2c(c1)OCO2)C1CCN(S(=O)(=O)c2cccs2)CC1	-0.3%	-10.3%	2.5%	3.0%	3.16µM*	17.1%	0.0%	12.6µM*	-3.1%	?	-26.2%
COc1ccccc1Oc1ccc(S(=O)(=O)N2CCCC2)cc1	0.7%	3.4%	6.4%	5.1%	-0.3%	-4.2%	0.0%	-4.4%	-1.4%	17.6%	3.6%
COc1ccc(C(C(=O)NC2CCCC2)N2CCc3ccccc32)cc1 (centres undefined)	3.8%	0.2%	0.8%	-0.6%	-10.7%	-2.9%	0.0%	16.2%	-13.0%	-9.9%	-3.1%
CC(=O)N1C2(C=CC1(C)C(=O)NCc1cc(F)cc(C(F)(F)F)c1)CCCCC2 (centres undefined)	8.5%	nt	-0.4%	-0.5%	3.1%	nt	nt	-27.7%	-18.3%	-11.3%	3.0%
CCOc1ccccc1N(C(=O)CNC(=O)c1ccco1)C(C(=O)NC1CCCC1)c1cccnc1 (centres undefined)	24.7%	4.9%	-6.3%	0.3%[57.5 µM]	-1.4%	-1.3%	0.0%	2.2%	7.7%	-18.9%	1.3%
CC(Cc1ccccc1)C(=O)NCCc1c[nH]c2ccccc12 (centres undefined)	0.5%	nt	1.4%	0.1%	?	nt	nt	13.8%	?	?	-7.7%
CCOc1ccc(N2CC(C(=O)NCc3cccc(C)c3)CC2=O)cc1 (centres undefined)	27.2%	0.7%	2.0%	-0.6%	-3.0%	1.9%	0.0%	-6.0%	0.9%	10.9%	-4.8%
CCOc1ccc(N2C(=O)CC(N3CCC(NC(=O)Nc4ccccc4)CC3)C2=O)cc1 (centres undefined)	14.4%	-0.1%	2.0%	0.4%	3.9%	4.2%	4.0%	-2.4%	-14.6%	-13.3%	-3.7%
O=C1CC(c2ccco2)CC(O)=C1C=NCC1CCNCC1 (centres undefined)	-9.2%	0.3%	1.1%	1.5%[9.22 µM]	2.4%	22.4%	0.0%	2.2%	?	0.6%	-1.3%
Cn1cccc1Cc1nnc(SCC(=O)NCc2ccco2)n1CCc1ccccc1	-1.6%	0.4%	3.4%	-0.1%	-3.9%	3.7%	1.8%	-0.9%	-7.1%	1.7%	-3.6%
O=C(C(c1ccccc1)c1ccccc1)N1CCOCC1	-9.9%	0.8%	2.1%	-0.1%	4.2%	3.0%	3.4%	18.4%	5.4%	1.7%	-1.9%
CCOC(=O)c1cc2c(=O)n3cccc(C)c3nc2n(Cc2ccccc2Cl)c1=N	42.1%[activator]	2.2%	-5.9%	-1.0%[57.5 µM]	?	2.6%	2.1%	-6.5%	0.0%	16.3%	-3.1%
CC(=O)c1ccc(NC2c3ncccc3C(=O)N2Cc2ccc(F)cc2)cc1 (centres undefined)	-9.4%	3.5%	?	-1.2%	-26.6%	6.7%	-2.6%	7.3%	-7.4%	-10.8%	-0.7%
COC(=O)c1ccc(C(NC(=O)OCc2ccccc2)/C(=C/[C@@H](C)C(=O)NCc2nc3ccccc3n2C)c2cccnc2)cc1 (some centres undefined)	-3.3%	nt	2.0%	0.2%	-10.1%	nt	nt	4.2%	-9.6%	-18.9%	-10.5%
O=C1C2C3CCCC3=C3CCCC3C2C(=O)N1c1cccc(Cl)c1 (centres undefined)	-19.1%	0.9%	-3.8%	1.4%	-4.3%	?	5.4%	-2.0%	10µM*	2.9%	1.4%
COc1cc(N2CCOCC2)ncn1	-0.6%	-0.5%	-1.5%	3.0%	5.2%	3.6%	-1.2%	-0.9%	4.9%	-7.8%	-2.3%
O=c1c2ccccc2nnn1CSc1nnc(COc2ccc(Cl)cc2)n1Cc1ccco1	-1.3%	-3.7%	-0.6%	-1.3%	?	-16.9%	1.0%	-3.6%	-12.8%	13.4%	3.7%
Cc1ccccc1C1CC(=O)NC2=C1C(=O)CCC2 (centres undefined)	-3.7%	-0.7%	-2.8%	-0.5%	-4.5%	1.7%	-1.0%	-3.9%	7.3%	6.2%	2.8%
CCN(CC)S(=O)(=O)c1ccc(-c2nnc(SCC(=O)N3c4ccccc4CC3C)o2)cc1 (centres undefined)	6.0%	-1.0%	4.6%	-0.2%[57.5 µM]	0.9%	2.8%	2.3%	-2.0%	5.4%	31.2%[activator]	-1.2%
O=C(COC(=O)c1cccs1)NCC1CCCO1 (centres undefined)	5.9%	-31.1%	1.4%	-4.6%	-9.2%	-2.5%	-1.2%	4.1%	3.9%	-4.7%	-3.0%
COc1ccc(NC(=O)C2CCCN(S(=O)(=O)c3c(C)n[nH]c3C)C2)c(OC)c1 (centres undefined)	7.7%	0.1%	-2.5%	-0.8%	-1.3%	5.6%	-0.5%	-11.3%	16.8%	6.2%	-5.8%
C=CCn1c(-c2cccc(Cl)c2)n[nH]c1=S	?	-0.8%	0.4%	-5.0%	12.2%	6.4%	-2.0%	0.8%	-16.0%	-0.8%	-0.7%
COc1ccc(N2CCN(Cc3cc(=O)oc4ccc(Cl)cc34)CC2)cc1	-3.7%	1.6%	-6.9%	-2.8%	-13.8%	3.3%	10.3%	-13.1%	4.1%	0.0%	-3.2%
Cc1ccccc1CSc1nc2c(c(=O)[nH]1)CCC2	0.6%	1.2%	8.3%	-0.7%	13.8%	-5.6%	1.5%	2.1%	5.5%	-7.0%	-9.3%
CN1CCN(CCCNC(=O)c2ccc(CS(=O)(=O)c3ccc(Br)cc3)o2)CC1	0.4%	3.2%	-0.4%	0.3%	1.4%	2.9%	nt	-11.0%	6.0%	-6.7%	-2.8%[2.3 µM]
